# High-throughput results: PubChem, National Center for Advancing Translational Sciences (NCATS)
# Pol iota inh: DNA polymerase iota (human) inhibition; Q9UNA4; Pol iota fluorescent replication assay, 10 min; Potency, µM (titrated, usually from 115 µM), for the others: at the highest dose activity, negative = inhibition, most hits filed as inhibitors; 1% of 390,000 active; AID 588590; note: potency is the fitted concentration of half-maximal effect
#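 Fluorescent replication assay read twice, at 0 min and 10 min after adding 50 nM (final) substrate. Enzyme (10 nM) and compounds were first incubated 15 min at room temperature; enzyme-free buffer wells were negative controls.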
# Pol beta inh: inhibitors of human DNA polymerase beta; P06746; Pol beta primer extension/strand displacement, fluorescence kinetic; Potency, µM (doses to about 114 µM), without a hit: at the highest dose activity change, negative = inhibition, hits mostly inhibitors; 1.3% of 340,000 active; note: potency is the fitted concentration of half-maximal effect; % is set by controls: 0 for no effect and ±100 for the full control effect
#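 Preincubation: enzyme (10 nM) with compound, 15 min, RT. Reaction: substrate added to 50 nM final. Reads: 0 and 10 min. Analysis: normalized, Hill fit.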
# BLM helicase inh: inhibitors of human Bloom syndrome helicase BLM; P54132; recombinant BLM DNA unwinding, fluorescence dequenching; Potency, µM (titrated, usually from 56.1 µM), for inactives: at the highest dose activity change, negative = inhibition, actives largely listed as inhibitors; 0.2% of 350,000 active; AID 2528;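 note: potency is the fitted concentration of half-maximal effect; plate controls were vehicle for no effect and no enzyme for full effect; nearly all actives have a fitted effect of over 35% in size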
# Pol eta inh: inhibitors of human DNA polymerase eta; recombinant Pol eta, fluorescent DNA replication assay; AID 588591; Potency, µM (series often up to 114 µM), without a hit: top-dose activity change, negative = inhibition, hits mostly inhibitors; 1.2% of 390,000 active; Q9Y253; note: potency is the fitted concentration of half-maximal effect; % is set by controls: 0 for no effect and ±100 for the full control effect
#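 Fluorescent replication assay: 50 nM final substrate added after a 15 min room-temperature compound preincubation with 10 nM enzyme. Signal taken at 0 min and again at 10 min.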
# LDHA inh: LDHA (human) enzyme inhibition. P00338. activity change, % (values are at about 110 or 230 µM). purified LDHA, NADH/diaphorase-resazurin fluorescence; active compounds read low. 0.15% of 480,000 active; in the data active = activity change below about -30%; inconclusive = mostly about -25% to -30%;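 note: plate controls were DMSO wells for no effect and wells without enzyme for full effect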
#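 Human LDH5 (2 nM) was incubated with 0.06 mM NADH and 0.2 mM pyruvate for 5 min at room temperature in Tris pH 7.4. Remaining NADH was coupled through diaphorase/resazurin, and resorufin fluorescence was read at 0 and 20 min.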
# Anesthetic bind: candidate novel general anesthetic via apoferritin binding | P02791 | apoferritin/1-aminoanthracene competitive binding, fluorescence | AID 485281 | 0.074% of 350,000 active | Potency, µM (titrated, usually from 77.5 µM), for the others: top-dose activity change, negative = displacement, most hits filed as inhibitors; note: potency is the fitted concentration of half-maximal effect; % is set by controls: 0 for no effect and ±100 for the full control effect; nearly all actives have a fitted effect of over 20% in size
# Target sequence (P02791 2-175 limits assumed): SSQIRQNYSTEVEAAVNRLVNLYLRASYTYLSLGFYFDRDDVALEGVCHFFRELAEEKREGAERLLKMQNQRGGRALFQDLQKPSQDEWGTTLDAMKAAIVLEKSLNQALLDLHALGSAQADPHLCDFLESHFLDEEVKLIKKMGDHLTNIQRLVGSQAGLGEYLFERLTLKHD
#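 Horse-spleen apoferritin (10 uM) in 50% saturated 1-aminoanthracene in PBS was incubated 10 min at room temperature with compound. Fluorescence (ex 380, em 535 nm) was normalized to free and bound 1-AMA, with concentration-response fitted by a four-parameter Hill equation.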
# POLK inh: blocks human DNA polymerase kappa activity; Q9UBT6; Potency, µM (top dose mostly 107 µM), inactives show at the highest dose activity, negative = inhibition, usual class: inhibitors; AID 588579; 0.53% of 400,000 active; purified Pol kappa, fluorescent DNA synthesis assay, 10 min; note: potency is the fitted concentration of half-maximal effect; % is set by controls: 0 for no effect and ±100 for the full control effect
# Target sequence (Q9UBT6 whole entry, looked up): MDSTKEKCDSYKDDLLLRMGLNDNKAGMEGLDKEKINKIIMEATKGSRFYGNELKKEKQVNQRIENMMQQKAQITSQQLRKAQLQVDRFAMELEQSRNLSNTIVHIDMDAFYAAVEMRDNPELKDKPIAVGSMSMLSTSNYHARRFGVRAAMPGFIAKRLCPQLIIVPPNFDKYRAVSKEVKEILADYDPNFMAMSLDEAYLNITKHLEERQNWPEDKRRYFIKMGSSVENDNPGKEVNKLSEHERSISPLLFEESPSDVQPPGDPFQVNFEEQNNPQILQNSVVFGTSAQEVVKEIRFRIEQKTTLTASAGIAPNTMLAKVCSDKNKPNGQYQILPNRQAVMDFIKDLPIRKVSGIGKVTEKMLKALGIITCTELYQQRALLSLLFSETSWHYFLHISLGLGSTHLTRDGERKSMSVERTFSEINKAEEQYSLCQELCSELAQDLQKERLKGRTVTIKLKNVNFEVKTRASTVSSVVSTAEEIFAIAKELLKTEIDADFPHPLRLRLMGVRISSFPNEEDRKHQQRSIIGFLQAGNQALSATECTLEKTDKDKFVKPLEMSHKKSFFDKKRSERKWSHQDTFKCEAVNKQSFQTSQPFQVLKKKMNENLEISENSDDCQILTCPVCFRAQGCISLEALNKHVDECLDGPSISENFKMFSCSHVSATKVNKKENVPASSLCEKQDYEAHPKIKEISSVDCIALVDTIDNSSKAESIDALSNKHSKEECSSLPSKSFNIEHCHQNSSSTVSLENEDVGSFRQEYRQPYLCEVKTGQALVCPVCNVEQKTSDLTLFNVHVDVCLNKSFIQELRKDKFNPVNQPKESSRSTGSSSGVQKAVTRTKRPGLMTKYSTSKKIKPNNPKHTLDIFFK
#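 Kinetic fluorescence screen: compound preincubated 15 min RT with 10 nM enzyme; 50 nM substrate (final) initiates; reads at 0/10 min.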
# APE1 inh: blocks human APE1 abasic DNA cleavage. P27695. recombinant APE1, TAMRA/BHQ-2 abasic DNA cleavage fluorescence. Potency, µM (doses to about 65.8 µM), for the others: at the top dose activity change, negative = inhibition, hits mostly inhibitors. 0.35% of 350,000 active. AID 2517;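 note: potency is the fitted concentration of half-maximal effect; plate controls were vehicle for no effect and reference inhibitor for full effect; nearly all actives have a fitted effect of over 55% in size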
#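 Substrate: short duplex with […] THF abasic site, 5'-TAMRA and 3'-BHQ-2, 50 nM final. APE1 at 0.75 nM, preincubated 15 min RT with compound. Fluorescence increase from first to third read measured activity.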
# GRP78 ERSR act: ER stress response induction in glioma. U87-MG GRP78 promoter luciferase reporter, 16 h. Potency, µM, inactives show top-dose activation, most hits filed as activators. 0.02% of 420,000 active. AID 602332; note: potency is the fitted concentration of half-maximal effect; series mostly up to about 76 µM; % of control where 0% means no effect; nearly all actives have a fitted effect of over 35% in size
#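 Stably transfected U87-MG human glioma cells carrying a GRP78-based luminescent sensor were seeded at 1000 cells/well, pin-dosed with compounds and incubated 16 h. Luciferase reagent was then added, and end-point luminescence was read after 10 min at room temperature.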
# Active calls of the source: *; ? = inconclusive; . = no result given; & = joins results of further samples; [ ] = another dose, or the depositor's remark. Unless noted, calls come from the whole dose curve; as a rule, active = well fitted curve in the direction sought with a large enough effect; inconclusive = small, poorly fitted or top-dose-only effect, or another doubt; inactive = no such curve, though single readings can be large; an effect the other way counts as inactive or inconclusive.
no.	Molecule	Pol iota inh	Anesthetic bind	LDHA inh	Pol beta inh	GRP78 ERSR act	APE1 inh	POLK inh	Pol eta inh	BLM helicase inh
1	CCC(=O)NC(c1cc(Cl)c2ccccc2c1O)C(C)C (configuration not stated)	26%	.	2	.	-7%	16%&-16%	-5%	-23%	.
2	CCCCn1c(SCC(=O)Nc2cc(C)[nH]n2)nc2ccsc2c1=O	23%	-12%	-1	3%	-4%	-4%	-4%	-8%	-1%
3	CC(C(=O)NC1CCCCC1)N(Cc1ccc(F)cc1)C(=O)c1snc(C(N)=O)c1N (configuration not stated)	107%[activator]	-2%	-10	30%	-6%	7%	4%	-20%	-2%
4	COc1ccccc1C(=O)Nc1nc2nc(C)c(Cc3ccccc3)c(=O)n2[nH]1	18%	-7%	6	-11%	0%	.	-23%	?	-11%
5	CCCc1nn2c(=O)cc(COC(=O)c3ccccc3NC(=O)c3ccc(Cl)cc3)nc2s1	6%	48%[activator]	-11	4%	-1%	.	-11%[60.1 µM]	-11%	-2%
6	Cc1c(S(=O)(=O)N2CC(C)CC(C)C2)c(=O)n(C)c(=O)n1C (configuration not stated)	1%	-5%	-6	2%	-4%	-10%	-4%	-14%	-4%
7	OCCCCNCc1ccc(OCc2ccc(Cl)cc2)cc1	-2%	?	-6	-4%	5%	?	-17%	-4%	6%
8	Cc1[nH]c(C)c(S(=O)(=O)N2CCN(c3cccc(C(F)(F)F)c3)CC2)c1C(=O)N1CCCCC1	12%	-14%	0	2%	-7%	28%	-3%	-20%	-7%
9	CCN(CC)S(=O)(=O)c1ccc(C(=O)N2CCN=C2SCc2cccnc2)cc1	15%	-12%	-5	-5%	-1%	-2%	-11%	-7%	1%
10	Cc1cc(NC(=O)CN2CCCCC2)n(-c2ccccc2)n1	6%	-9%	-5	0%	-3%	7%	7%	5%	0%
11	CSc1ccccc1NC(=O)COC(=O)c1ccccc1Cc1ccccc1	5%	8%	-10	40%	0%	-4%	-20%	-19%	-8%
12	Clc1ccc2c(c1)C=Nc1c(NCc3ccccc3)ncnc1O2	11%	-8%	-4	?	-7%	26%	-9%	5%	-1%
13	COC(=O)c1ccc(N2CCOCC2)c(NC(=O)c2cccnc2)c1	16%	-7%	3	40%	0%	27%	-7%	-6%	-1%
14	CCN(CC)c1ccc(/C=N/NC(=O)CNC(=O)c2cccnc2)cc1	39%[activator]	6%	1	40%	3%	13%	-14%	-4%	-2%
15	Cc1cc(C)c2c(CC(=O)NC(C)C)coc2c1	9%	-6%	1	-7%	-1%	2%	-8%	-9%	-5%
16	C=CCN1CN(S(=O)(=O)c2cccc(Cl)c2)c2nc3ccccc3nc21	2%	-19%	-2	14%	1%	48%[activator]	-13%	-15%	-9%
17	Cc1ccccc1N1CCN(C(=O)[C@@H]2CCCN2C2=NS(=O)(=O)c3ccccc32)CC1	26%	.	-12	.	4%	8%	-19%	0%	.
18	CCc1nc2ccc(C(=O)NCCc3ccc(OC)cc3)cc2nc1CC	30%	-7%	0	0%	-1%	23%	11%	3%	-1%
19	O=C(C1CC1)N1CCc2cc(Br)cc(S(=O)(=O)NCC3COc4ccccc4O3)c21 (configuration not stated)	4%	-10%	-3	-2%	-4%	-8%	-8%	1%	-4%
20	COc1ccc(NC(=O)c2cc([N+](=O)[O-])ccc2N2CCCCC2)cc1OC	50%[activator]	.	-3	.	-6%	-6%	-10%	-11%	.
21	C(=C1c2ccccc2-c2ccccc21)c1ccncc1	61%[activator]	.	-4	.	9%	.	-10%	-2%	.
22	C=CC[C@@H](CC(=O)N[C@H](CO)Cc1ccccc1)C(=O)N[C@@H](COC(=O)[C@@H](CC=C)Cc1ccc(F)cc1)Cc1ccccc1	-19%	.	-19	.	-1%	14%	-12%	-11%	.
23	COc1ccc(C)cc1NC(=O)C12CCC(C)(C(=O)O1)C2(C)C (configuration not stated)	6%	?	-7	6%	1%	-5%	-4%	-2%	-4%
24	C=CCNc1nc(Nc2ccc(Cl)cc2)nc(OC)n1	68%[activator]	-7%	-5	-2%	6%	0%	-6%	-15%	-10%
25	COc1ccc(CSc2nc(C)cc(C)c2C#N)cc1	44%[activator]	-7%	-6	0%	-7%	9%	-9%	-22%	-4%
26	CC(Oc1ccc2ccccc2c1)C(=O)NNC(=S)NC(=O)c1ccco1 (configuration not stated)	23%	-14%	-3	7%	9%	-1%	-13%	-13%	-12%
27	Cc1ccc(NC(=O)Cn2cc(S(=O)(=O)Cc3cccc(Cl)c3)c3ccccc32)cc1C	16%	-5%	-6	-2%	-4%	.	-3%	-22%	-3%
28	O=c1c2[nH]c3ccc(F)cc3c2ncn1CC1CCCO1 (configuration not stated)	-10%	4%	-15	11%	-2%	0%	0%	1%	-1%
29	O=C(O)CCCC(=O)Nc1ccc2c(c1)oc1ccccc12	19%	-4%	-5	30%	-10%	5%	11%	-10%	-11%
30	Cc1ccc(NC(=O)CSc2nc(=O)n(CCN(C)C)c3c2CCCC3)cc1Cl	5%	.	-3	.	-3%	-6%	-18%	-5%	.
31	COc1ccc(C(=O)O)cc1S(=O)(=O)NCCc1ccccn1	8%	14%	-12	9%	0%	-3%	-11%	-2%	2%
32	ON=C1C2CC=C(c3ccccc3)C1CCC2 (configuration not stated)	8%	.	1	.	-2%	.	-15%	-19%	.
33	CCOC(=O)C1CCN(S(=O)(=O)c2cc3c4c(c2)C(C)C(=O)N4CCC3)CC1 (configuration not stated)	15%&1%	-8%&-9%	-5&-4	3%&-4%	-2%&-2%	16%	1%	-9%&-8%	0%&2%
34	c1ccc(CN2CCN(c3nc4ccccc4n4cnnc34)CC2)cc1	-27%	-20%	-6	-4%	-6%	-3%	-5%	-1%	4%
35	OCCN=Cc1c(O)[nH]c2ccccc12	7%	-12%	-3	2%	-4%	1%	-7%	-13%	1%
36	COc1ccc(CCNC(=O)Cn2c([N+](=O)[O-])cnc2C)cc1OC	41%[activator]	-4%	0	-3%	-9%	-4%	10%	-7%	-1%

# Brought forward from above: 2 compounds, then new ones.
no.	Molecule	Pol iota inh	Anesthetic bind	LDHA inh	Pol beta inh	GRP78 ERSR act	APE1 inh	POLK inh	Pol eta inh	BLM helicase inh
35	OCCN=Cc1c(O)[nH]c2ccccc12	7%	-12%	-3	2%	-4%	1%	-7%	-13%	1%
36	COc1ccc(CCNC(=O)Cn2c([N+](=O)[O-])cnc2C)cc1OC	41%[activator]	-4%	0	-3%	-9%	-4%	10%	-7%	-1%
37	Cc1ccc(/C(O)=C2/C(=O)C(=O)N(Cc3ccco3)C2c2cccs2)cc1 (configuration not stated)	?	-11%	5	15%	0%	7%	-9%	-5%	0%
38	COc1ccc(/C=C/C(=O)Nc2nc3n(n2)C(c2ccccc2)C=C(c2ccc(Cl)cc2)N3)cc1 (configuration not stated)	7%	-13%	-5	-5%	-6%	.	6%	-6%	-8%
39	Cc1cccc2c(=O)cc(CSc3ccccc3NC(=O)C(C)C)[nH]c12	34%[activator]	-1%	0	9%	-2%	.	2%[60.1 µM]	-5%	2%
40	CCCc1nc(-c2cc3cc(C)ccc3[nH]c2=O)no1	-16%	-8%	-23	44%	-5%	-3%	0%	24%	-7%
41	CN=C(NC1CCCCC1)c1ccc(Cl)cc1	13%	5%	-4	-9%	-4%	14%	-9%	-21%	-11%
42	COc1ccc(C(=O)Nc2c(C(=O)c3ccccc3)oc3ccccc23)cc1	21%	1%	3	-2%	-6%	.	-9%	-7%	-2%
43	COc1ccc(N(CC(=O)N2CCN(C)CC2)S(=O)(=O)c2cc(C)ccc2OC)cc1Cl	28%	-3%	1	9%	-3%	16%	-4%	-19%	0%
44	COc1ccc(Cl)cc1NC(=O)COC(=O)CC(C)(C)CC1=NS(=O)(=O)c2ccccc2N1	-3%	0%	-12	15%	-1%	.	-9%[60.1 µM]	-17%	-2%
45	Cc1cc(S(=O)(=O)N2CCCCC2)ccc1OCC(=O)N1CCOCC1	-10%	-3%	-1	-1%	-5%	0%	-6%	-11%	0%
46	Cc1ccccc1OC(C)C(=O)NCCCN1CCOCC1 (configuration not stated)	-18%	-1%	-3	-14%	1%	12%	-2%	-1%	1%
47	CN(C)CCCNc1cc(C(C)(C)C)nc2c(-c3ccccc3)cnn12	14%	-9%	-4	1%	4%	19%	-2%	-9%	-4%
48	CCCCOc1ccc(C(=O)Nc2ccc(SC(F)F)cc2)cc1OC	?	-3%	-2	17%	-2%	-7%	-11%	-9%	3%
49	COc1ccc(Cc2nnc(NC(C)=O)s2)cc1	27%	8%	-5	4%	-1%	1%	6%	-16%	0%
50	COc1ccc(Cl)cc1NC(=O)CCc1nc(-c2ccccc2F)no1	42%&-11%[activator]	3%&5%	-6&-3	-2%&17%	0%&-4%	-8%	0%&-11%	-22%&-15%	-6%&-9%
51	C=CCn1c(SCC(=O)Nc2c(C)nn(Cc3ccccc3)c2C)nnc1C(O)c1ccccc1 (configuration not stated)	9%	-12%	-4	0%	-2%	2%	-13%	-3%	0%
52	O=C(Nc1ccccc1-c1nc2ccccc2s1)c1ccco1	-9%	-11%	-1	-1%	-1%	-8%	6%	-5%	-6%
53	CN(C)CCCNC(=S)N(Cc1cccs1)Cc1cc2cc3c(cc2[nH]c1=O)OCCO3	25%	-2%	-6	2%	1%	-1%	-12%	-5%	-2%
54	CC(C)N(Cc1nc(COc2ccccc2)no1)Cc1nccn1C	-2%	-5%	-5	-8%	0%	9%	-10%	1%	-1%
55	CCn1c(-c2ccco2)n[nH]c1=S	-10%	-4%	-4	8%	-5%	2%	-4%	-20%	-4%
56	O=C(Nc1nncs1)c1cc(S(=O)(=O)N2CCCCC2)ccc1Cl	134%[activator]	0%	-4	8%	0%	54%[activator]	?	-11%	-2%

# This is a subset. The share of hits here may be higher or lower than overall.
